USP2a block – blocks human ubiquitin-specific protease USP2a; Potency, µM (top dose mostly 38.3 µM), for the others: top-dose activity change, negative = inhibition, actives largely listed as inhibitors; USP2 core, Ub-CHOP2 coupled fluorogenic reporter, 485/531; 330,000 tested, 0.01% active; O75604;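 note: potency is the fitted concentration of half-maximal effect; plate controls were DMSO wells for no effect and full inhibition by NEM control for full effect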
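Deubiquitinase activity read as fluorescence (485/531 nm) after Ub-CHOP2 cleavage activates the enterokinase reporter on its substrate; USP2 core 10nM, Ub-CHOP2 and substrate 25nM each, 30min compound preincubation then 60min RT; data normalized to NEM, curves fitted.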
Mito fusion act – blocks mitochondrial division or promotes mitochondrial fusion; AID 485298; S. cerevisiae fusion-defective mutant growth rescue, CellTiterGlo 48 h; Potency, µM (doses to about 46.1 µM), for the others: at the highest dose growth rescue (activation), actives largely listed as activators; 320,000 tested, 0.23% active;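 note: potency is the fitted concentration of half-maximal effect; % of control where 0% means no effect; nearly all actives have a fitted effect of over 45% in size; temperature-sensitive fusion mutants such as fzo1-1 at 37 °C on non-fermentable ethanol glycerol medium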
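Read-out: ATP-based luminescence (CellTiterGlo, 10 min ambient) reporting growth of fusion-defective ts yeast after 48 hours at 37C on glycerol/ethanol YPEG medium in the presence of compound.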
Tb PFK block – inhibitors of T. brucei phosphofructokinase. T. brucei PFK, ADP-Glo luminescence. O15648. 330,000 tested, 0.17% active. Potency, µM (series often up to 57.5 µM), without a hit: at the top dose activity, negative = inhibition, most hits filed as inhibitors;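 note: potency is the fitted concentration of half-maximal effect; 0% = uninhibited 1x PFK enzyme wells and -100% = no-enzyme wells; nearly all actives have a fitted effect of over 60% in size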
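Compounds were pin-transferred as a titration series up to 57 uM into substrate buffer (0.5 mM F6P, 0.1 mM ATP, pH 8.0), then 1.25 nM PFK was added and reactions ran 45 min before ADP-Glo detection.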
TCR activator – activates T cell receptor signaling; primary human leukocytes, anti-CD3, IL-2 HTRF, 48 h; Potency, µM (titrated, usually from 9.22 µM), without a hit: at the top dose activation of IL-2 secretion, most hits filed as activators; 330,000 tested, under 10 active; note: % of control where 0% means no effect
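Readout: HTRF IL-2, Eu-cryptate/d2 antibody pair, 320nm excitation, 665nm emission. Stimulus: a-CD3 beads, no co-stimulation. Cells: primary human leukocytes. Exposure: 48 hr with compound.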
BCR signal inh – blocks chronic active B-cell receptor signaling; 340,000 tested, 0.05% active; ABC-DLBCL IkBa-CBG/CBR reporter, luminescence ratio, 4 h; Potency, µM (highest dose often 46.1 µM), without a hit: at the top dose ratio change, negative = lower green/red ratio, most hits filed as inhibitors; active = well fitted inhibition curve with a large enough effect in the signal ratio, with a control signal flat, not every such curve was filed as active; inconclusive = small, poorly fitted or top-dose-only effect, or effect the other way, or a change in a side signal; the % refers to the signal ratio;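 note: potency is the fitted concentration of half-maximal effect; plate controls were basal doxycycline-induced cells for no effect and cells given 10 µM MG132 for full effect; MG132 reads +100%, hits lower the ratio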
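TMD8 human ABC-DLBCL cells with doxycycline-inducible IκBα–green luciferase fusion and unfused red luciferase, in 0.5% FBS medium; compounds up to 46 uM, 4 h at 37C. Green/red luminescence ratio, filter-overlap corrected, fitted to concentration-response curves.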
TSHR antagonist – antagonists of human thyroid stimulating hormone receptor; P16473; TSHR-expressing cells, TSH-stimulated cAMP HTRF, 2 h; active compounds read low; activity change, negative = inhibition, % at 11.5 µM; 330,000 tested, 0.2% active;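 active = activity change below a set negative limit, meaning inhibition stronger than a set level, cut at about -70% in these data; inconclusive = activity change between two set negative limits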; note: % is set by controls: 0 for no effect and ±100 for the full control effect
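Cell-based HTRF cAMP assay; TSHR cells + compound, TSH EC80 (4nM final), 2 h, 37 deg C. Lysis with anti-cAMP cryptate and cAMP-d2, 30 min RT, read 665/620 nm.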
B2AR arrestin – recruits beta-arrestin to the human beta2-adrenergic receptor | beta-arrestin recruitment to beta2AR, cell-based reporter | Potency, µM (series often up to 46.1 µM), for inactives: at the top dose activation, most hits filed as activators | 330,000 tested, 0.02% active | P07550 | AID 492947;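 note: potency is the fitted concentration of half-maximal effect; 0% = DMSO controls and full agonism = EC100 isoproterenol or metaproterenol; nearly all actives have a fitted effect of over 65% in size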
Target sequence (P07550 whole entry, looked up): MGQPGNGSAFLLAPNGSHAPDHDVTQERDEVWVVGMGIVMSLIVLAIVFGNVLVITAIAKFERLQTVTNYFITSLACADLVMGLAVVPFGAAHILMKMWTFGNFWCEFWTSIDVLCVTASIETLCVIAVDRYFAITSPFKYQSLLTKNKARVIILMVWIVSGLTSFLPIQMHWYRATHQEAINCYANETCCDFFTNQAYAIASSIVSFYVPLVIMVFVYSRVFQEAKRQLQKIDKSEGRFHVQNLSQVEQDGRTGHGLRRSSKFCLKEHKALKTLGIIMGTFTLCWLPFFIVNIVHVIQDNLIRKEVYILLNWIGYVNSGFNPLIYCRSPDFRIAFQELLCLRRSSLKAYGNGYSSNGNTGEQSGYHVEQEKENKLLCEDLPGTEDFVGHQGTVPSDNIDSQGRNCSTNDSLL
TSG101-PTAP inh – blocks PTAP/TSG101 interaction to inhibit HIV-1 budding; Q99816; Fluorescence polarization, FITC-PTAP peptide / Tsg101 binding; Potency, µM (titrated, usually from 115 µM), without a hit: top-dose activity change, negative = inhibition, actives largely listed as inhibitors; 340,000 tested, under 10 active; AID 493005; active = well fitted inhibition curve with a large enough effect in the main read-out, with a control signal flat, not every such curve was filed as active; inconclusive = small, poorly fitted or top-dose-only effect, or effect the other way, or a change in a side signal; inactive = no such curve, though single readings can be large or run the other way; note: potency is the fitted concentration of half-maximal effect; % of control where 0% means no effect
Target sequence (Q99816 whole entry, looked up): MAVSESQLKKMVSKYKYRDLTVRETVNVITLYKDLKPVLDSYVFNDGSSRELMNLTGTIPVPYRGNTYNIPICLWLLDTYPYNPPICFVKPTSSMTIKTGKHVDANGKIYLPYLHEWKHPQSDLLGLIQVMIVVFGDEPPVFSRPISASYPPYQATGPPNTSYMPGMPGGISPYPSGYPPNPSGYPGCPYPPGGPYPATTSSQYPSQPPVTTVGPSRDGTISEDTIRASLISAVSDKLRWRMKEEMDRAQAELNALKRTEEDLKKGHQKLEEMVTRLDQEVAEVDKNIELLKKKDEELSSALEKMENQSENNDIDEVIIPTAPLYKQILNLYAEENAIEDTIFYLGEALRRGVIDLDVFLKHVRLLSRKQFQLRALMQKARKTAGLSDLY
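Tsg101 binding domain (10 uM final) was mixed with compound and a FITC-labeled PTAP peptide (50 nM final) in HEPES pH 7.5 buffer with NaCl, Tween 20, EDTA and TCEP; fluorescence polarization was read after 20 min at r.t.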
uPA generation – blocks generation of uPA at the cell surface | AID 540303 | Potency, µM (highest dose often 38.3 µM), inactives show at the highest dose activity change, negative = inhibition, hits mostly inhibitors | cell surface uPA generation assay, qHTS | 330,000 tested, 0.31% active; active = well fitted inhibition curve with a large enough effect; inconclusive = small, poorly fitted or top-dose-only effect; inactive = no such curve, though single readings can be large or run the other way; tested in mouse RAW 264.7 cells; note: potency is the fitted concentration of half-maximal effect; % is set by controls: 0 for no effect and ±100 for the full control effect; nearly all actives have a fitted effect of over 55% in size
Eya2 inh – inhibitors of human Eya2 phosphatase activity; O00167; recombinant Eya2, OMFP fluorescence dephosphorylation (OMFP is methylfluorescein phosphate); Potency, µM (top dose mostly 76.9 µM), for inactives: at the top dose activity, negative = inhibition, most hits filed as inhibitors; 330,000 tested, 0.006% active; note: potency is the fitted concentration of half-maximal effect; % is set by controls: 0 for no effect and ±100 for the full control effect
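Eya2 (0.2 uM) preincubated 10 min at ambient with compound, then OMFP substrate added at 50 uM; 10 min reaction in 50 mM HEPES pH 7.5, 50 mM NaCl, 5 uM MgCl2, 0.05% BSA, 1 mM DTT. Fluorescence read at Ex 485/Em 525 nm.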
ELG1 DNA repair – blocks ELG1-dependent DNA repair in HEK293T cells; HEK293T ELG1-luciferase reporter, luminescence, 16 h; DNA damage induced by 5-fluorouridine; Potency, µM (series often up to 46.1 µM), without a hit: at the top dose activity change, negative = inhibition, most hits filed as inhibitors; 330,000 tested, 2.3% active; AID 504467; note: potency is the fitted concentration of half-maximal effect; % is set by controls: 0 for no effect and ±100 for the full control effect; nearly all actives have a fitted effect of over 55% in size
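Overnight (16 hr) co-exposure of 2,000 cells/well to 5-fluorouridine and compound at 37 °C preceded detection. Luciferase was quantified via ONE-Glo luminescence; loss of signal denotes inhibition.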
Active calls of the source: *; ? = inconclusive; / = no result given; [ ] = dose if it differs, or a comment. Unless noted, calls come from the whole dose curve; as a rule, active = well fitted curve in the direction sought with a large enough effect; inconclusive = small, poorly fitted or top-dose-only effect, or another doubt; inactive = no such curve, though single readings can be large; an effect the other way counts as inactive or inconclusive.

SMILES	USP2a block	Mito fusion act	Tb PFK block	TCR activator	BCR signal inh	TSHR antagonist	B2AR arrestin	TSG101-PTAP inh	uPA generation	Eya2 inh	ELG1 DNA repair
Cc1ccc(-c2nn3c(-c4cccc(Cl)c4)nnc3s2)cc1	0%	-2%	23%	/	-3%	4	0.0%	/	/	-9%	9%
COC(=O)c1c(-c2ccc(OC)cc2)oc2ccc(-c3ccc(OC)nc3)cc12	1%	3%	5%	-3%	-5%	11	-0.4%	-3%	15%	4%	-13%
COCCn1c(Cc2cccn2C)nnc1SCC(=O)Nc1nccs1	1%	29%	-5%	6%	7%	5	0.2%	0%	1%	-15%	?
C/C(=N/NC(=O)c1nnn(-c2nonc2N)c1COc1ccccc1)c1ccccc1Cl	-1%	23%	1%	-3%	13%	-5	-1.0%	2%	5%	5%	-9%
O=C(CN(Cc1ccccc1F)S(=O)(=O)c1ccc(Cl)cc1)NCCC1=CCCCC1	1%	4%	0%	-4%	5%	0	-0.2%	-2%	/	-8%	-3%
COc1cccc(-n2c(C)nnc2SCC#N)c1	-1%	-2%	8%	14%	-11%	1	-0.2%	0%	/	-3%	12%
COc1ccccc1NS(=O)(=O)c1ccc(Cl)cc1	3%	-1%	3%	-7%	0%	-6	-0.2%	-2%	/	1%	8%
COc1ccc(-c2csc(Nc3ccc(O)cc3)n2)cc1	-8%	9%	2%	-4%	?	-15	0.4%	-3%	-11%	-3%	?
CN(C)CCN(Cc1ccco1)S(=O)(=O)c1csc(C(N)=O)c1	-7%	-7%	1%	-1%	1%	-2	0.1%	0%	-7%	-18%	17%
O=C(NCC(=O)N(c1ccc(F)cc1)C(C(=O)NC1CCCC1)c1cccnc1)c1ccco1 (configuration not stated)	0%	-1%	13%	-5%	-2%	7	-0.4%	-1%	-4%	15%	-11%
Cc1cc(C)n(CC(=O)N/N=C/c2ccccn2)n1	0%	-7%	-6%	1%[46.1 µM]	0%	14	-0.5%	1%	4%	-2%	-3%
O=c1[nH]ncc(N2CCCC2)c1Cl	1%	?	0%	-3%	-1%	5	0.0%	-2%	3%	-5%	27%
CC(C)(C)c1ccc(S(=O)(=O)N2CCNC(=O)C2)cc1	2%	/	-2%	-10%	-4%	2	-0.6%	-8%	-1%	5%	?
Cc1ccc(CC(=O)N2CCN(C(=O)c3ccco3)CC2)cc1	2%	-12%	2%	-2%	2%	-11	-0.5%	-7%	1%	-2%	1%
Cn1c2ccccc2c2nnc(SCc3nnc(-c4ccccc4)o3)nc21	4%	1%	-3%	/	11%	-1	-0.1%	/	/	-9%	9%
Cc1cc(C)c(C)c(S(=O)(=O)NCC(=O)NCc2ccco2)c1C	1%	1%	6%	-1%[46.1 µM]	1%	9	?	-3%	3%	-4%	3%
O=C(N/N=C/C1=C(N2CCOCC2)C(=C\c2ccccc2)/CC1)Nc1ccccc1	4%	-5%	0%	1%[46.1 µM]	2%	3	6.6%	-3%	-1%	1%	12%
Cc1c(NC(=O)CCC(=O)N2CCCCC2)c(=O)n(-c2ccccc2)n1C	5%	1%	-2%	13%	-1%	0	1.6%	0%	8%	2%	-1%
O=C(COC(=O)CCc1nc2ccccc2c(=O)[nH]1)Nc1ccccc1Cl	5%	-18%	0%	-3%	-5%	21	-0.5%	-10%	0%	-1%	-29%
Cc1cc(C)n(-c2nc3ccccc3c(=O)n2OCC(=O)OCc2ccccc2)n1	1%	3%	4%	-6%	?	9	-0.5%	-1%	0%	10%	?
CCOC(=O)/C=C1\SCC(=O)N1CC(=O)Nc1cccc(F)c1	0%	3%	-5%	-3%	0%	-6	-0.2%	1%	/	10%	-4%
CC1CCN(CC(=O)Nc2cccc([N+](=O)[O-])c2)CC1	0%	-1%	-3%	-1%	-1%	-9	3.4%	1%	/	0%	?
COCCCN(C(=O)Cc1csc(-c2cccc(Cl)c2)n1)c1c(N)n(Cc2ccccc2)c(=O)[nH]c1=O	2%	-6%	-2%	0%	6%	4	0.4%	1%	-4%	1%	?
Cc1ccc(CNC(=O)C2CCN(S(=O)(=O)c3c(C)noc3/C=C/c3ccco3)CC2)cc1	-13%	2%	0%	0%	?	-6	0.3%	-2%	?	-12%	?
Cc1ccc(CN2C(=O)C[C@@H](NC(=O)OCC3c4ccccc4-c4ccccc43)C/C=C\C2c2ccc(C)cc2)cc1 (some centres not stated)	-11%	/	3%	1%[46.1 µM]	?	-25	0.6%	2%	?	-1%	-18%
CC(NC(=O)c1ccc(OC2CCN(C(=O)c3cccnc3)CC2)cc1)C1CC1 (configuration not stated)	0%	2%	-3%	0%	?	-5	0.2%	-11%	1%	4%	14%
O=C(NC1CC2CCCC(C1)N2Cc1ccc(F)cc1)c1ccc(F)cc1 (configuration not stated)	2%	-2%	-1%	-10%	9%	2	-0.4%	0%	-18%	-2%	12%
CC(C)(C)NC(=O)c1ccc2c(c1)N(CC(=O)N1CCCC1)C(=O)C(C)(C)O2	-2%	1%	-1%	4%	2%	-5	-0.6%	-3%	-16%	4%	-6%
Cc1cc(NC(=O)Nc2ccc(C)c(C)c2)no1	1%	12%	-1%	-3%	13%	-9	-0.8%	-1%	2%	-5%	?
NC(=O)NCCC1=CCCCC1	3%	0%	-6%	14%	20%	8	0.1%	-6%	-4%	2%	5%
CS(=O)(=O)c1ccc2nc(NC(=O)c3cccc([N+](=O)[O-])c3)sc2c1	0%	2%	0%	/	-13%	-21	-0.9%	0%	?	?	?
CCOc1ccc(S(=O)(=O)N2CCCC(C(=O)NC3CCCC3)C2)cc1 (configuration not stated)	-1%	1%	-14%	1%	1%	-2	-0.2%	-1%	13%	8%	-1%
Cc1sc2ncnc(OCC(=O)N3CCN(C(=O)c4ccco4)CC3)c2c1C	-4%	7%	6%	15%	-3%	13	-0.9%	0%	-6%	-8%	-10%
O=C(O)CCCNc1ccc(S(=O)(=O)Nc2ccccc2C(=O)O)cc1C(=O)O	2%	2%	?	-2%	10%	4	-0.2%	1%	3%	17%	12%
Cc1ccc2nc(C)c(Cl)c(=O)n2c1	-1%	0%	1%	-1%	?	3	-0.7%	-5%	2%	-12%	0%
O=C1CC(Sc2ccc(Cl)cc2)C(=O)N1Cc1ccncc1 (configuration not stated)	0%	-2%	1%	-4%	?	6	-0.7%	-3%	-63%	-7%	-15%
O=C(OCCNC(=O)c1ccc2ccccc2n1)c1cccnc1	0%	0%	0%	5%	?	-1	0.3%	-7%	-4%	-3%	14%
O=C(NCCCn1ccnc1)c1cn(Cc2ccc(F)cc2)nn1	0%	-2%	-2%	5%	7%	-1	0.2%	-4%	-3%	0%	-10%
CC(=O)Nc1ccc(NC(=O)C(C)Sc2n[nH]c(-c3ccc(C)cc3)n2)cc1 (configuration not stated)	4%	-6%	-1%	-2%	?	-1	3.3%	-1%	-3%	-16%	-6%
Cn1c(=O)c(=O)n(C)c2cc(N3CCCCC3)c(NS(=O)(=O)c3ccc([N+](=O)[O-])cc3)cc21	-10%	-11%	4%	7%	-3%	-11	0.1%	-9%	-5%	9%	1%
O=C(O)[C@@H]1[C@@H]2C[C@@H]2CN1c1ncccc1[N+](=O)[O-]	4%	1%	-13%	5%	0%	11	-0.4%	-4%	0%	12%	4%
Cn1cnnc1SCC(=O)Nc1cccc(C(=O)O)c1	2%	-4%	6%	2%	?	-7	0.2%	-1%	2%	-26%	0%
COc1cccc(NC(=O)CN(C)CC(=O)c2c(N)n(Cc3ccccc3)c(=O)n(C)c2=O)c1	0%	-3%	-9%	0%	-1%	7	-0.2%	-4%	-2%	4%	-21%
CN1CCN(C(=S)c2ccc(Cl)cc2)CC1	-1%	-2%	1%	0%	3%	5	-0.2%	-3%	6%	11%	3%
COc1ccccc1-c1nnc(SCC(=O)NC2CCCCC2)o1	2%	2%	7%	-16%[46.1 µM]	?	-1	-0.3%	-2%	-4%	-2%	17%
Cc1[nH]c(=S)c(C#N)c(-c2ccco2)c1C(=O)N(C)C	2%	-13%	-1%	5%	-15%	-8	-0.1%	-3%	2%	-5%	1%
CCOc1ccc(CCNC(=O)CCC(=O)c2cccs2)cc1OCC	-2%	/	4%	-1%	0%	-10	0.1%	-2%	-22%	-17%	16%
CCN(CC)S(=O)(=O)c1cccc(C(=O)Nc2cccnc2)c1	3%	1%	-2%	-4%	0%	22	-0.2%	-9%	/	16%	-16%

High-throughput results deposited in PubChem by National Center for Advancing Translational Sciences (NCATS).
